# MgcRacGAP inhibition: MgcRacGAP GTPase-activating activity inhibitors, confirmation, biochemical, ADP Hunter fluorescence | Rac GTPase-activating protein 1 (Homo sapiens) | MgcRacGAP-stimulated Rac1 GTP hydrolysis, ADP Hunter fluorescence; higher % means a stronger effect; GST-tagged Rac1 F28L mutant substrate | one-dose inhibition, % at 30 µM; IC50 in µM for titrated hits | 0.6% of 340,000 active | AID 624330, 2012;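 active = first-screen hits whose inhibition reached a set limit at any dose in the follow-up dose series; inconclusive = inhibition above the set first-screen limit but never retested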;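 note: fluorescence reports GDP produced by GAP-driven GTP hydrolysis; strong numbers were not always called active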
# PhoP inhibition: inhibitors of PhoP regulon expression, primary screen, Salmonella Typhimurium, GFP reporter (AID 1863) | inhibition, % at 50 µM, or IC50 in µM where a hit was titrated | S. Typhimurium PhoP-regulated promoter GFP reporter, 4 h; higher % means a stronger effect | 0.16% of 300,000 active;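 active = inhibition over 29.93%, a cutoff 3 SD above the screen mean, later confirmed by dose response; inconclusive = inhibition over 29.93% but no dose response follow-up; inactive = inhibition at most 29.93% or unconfirmed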;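 note: 0% = low Mg2+ inducing control and 100% = high Mg2+ repressing control; strong numbers were not always called active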
# RSV CPE inhibition: RSV antiviral activity via CPE protection, HEp-2 cells, primary 10 µM value included (AID 2391); HEp-2 cells, RSV-induced CPE inhibition; higher % means a stronger effect; CPE inhibition, % at 10 µM; hits with a dose series show IC50 in µM; 0.13% of 310,000 active; in the data active = a potency from the dose series; inconclusive = CPE inhibition mostly from about 23% at the one dose, without a potency; inactive = the rest, 99 in 100 with CPE inhibition below about 21%; note: strong numbers were not always called active
# NTR1 ag: agonists of NTR1, primary screen, imaging, U2OS cells, beta-arrestin-GFP, high content (AID 493036) | 0.17% of 330,000 active | NTR1-U2OS beta-arrestin-GFP spot imaging, agonist mode | Neurotensin receptor type 1 (Homo sapiens), P30989 | activation, % at 20 µM;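 active = activation at or above 40% of the spot to cytoplasm intensity ratio, with at least 20 cells analyzed; inconclusive = wells under 20 cells, flagged as cytotoxic or low count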;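 note: 0% = DMSO without peptide and 100% = 100 nM NTR1 peptide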
# Target sequence (P30989 whole entry, looked up): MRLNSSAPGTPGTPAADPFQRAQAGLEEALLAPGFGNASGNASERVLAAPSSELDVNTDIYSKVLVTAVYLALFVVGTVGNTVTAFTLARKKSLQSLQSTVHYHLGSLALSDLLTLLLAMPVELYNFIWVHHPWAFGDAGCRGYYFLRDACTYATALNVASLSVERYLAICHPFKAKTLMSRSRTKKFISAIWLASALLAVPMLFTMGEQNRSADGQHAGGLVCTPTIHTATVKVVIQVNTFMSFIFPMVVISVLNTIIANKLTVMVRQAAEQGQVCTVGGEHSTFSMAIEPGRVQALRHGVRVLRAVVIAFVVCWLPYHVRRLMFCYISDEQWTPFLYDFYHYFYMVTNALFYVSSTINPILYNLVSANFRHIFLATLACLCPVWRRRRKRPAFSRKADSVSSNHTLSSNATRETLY
# T cell HTS: modulators of CD8 T cell-vesicle binding, primary screen, mouse 2C CD8+ T cells, flow cytometry | calls only at 7 µM | 0.068% of 330,000 active | 2C CD8+ T cell-vesicle binding; stronger effect = lower value;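 active = response, share of CD8 T cells binding vesicles, and their 90th percentile fluorescence all below set limits, cut at about 80% in these data, passing the limit was not always enough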
#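 Read-out – percent CD8+ FL2 mean versus row control · System – murine 2C transgenic CD8+ T lymphocytes · Times – 1.5 h cell–vesicle binding at 37 °C, then 20 min icy labelling · Control set – naked vesicles low, QL9 vesicles with vehicle high · Detection – cytometric PE anti-B7-1 and Alexa647 anti-CD8 signals after 1% paraformaldehyde fixation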
# Large T inhibition: SV40 large T antigen inhibitors, biochemical (AID 1903) | SV40 large T antigen ATPase/helicase inhibition assay; higher % means a stronger effect | inhibition, % at 20 µM; hits with a dose series show IC50 in µM | 0.39% of 310,000 active; in the data active = a potency from the dose series; inconclusive = inhibition mostly from about 32% at the one dose, without a potency; inactive = the rest, 99 in 100 with inhibition below about 32%; note: strong numbers were not always called active
# UTI89 phage lysis: inhibition of K1F phage lysis, E. coli UTI89, bacterial capsule biogenesis inhibitors, alamar blue (AID 488966). E. coli UTI89 K1F phage lysis, alamar blue, 2 h; higher % means a stronger effect. inhibition, % at 100 µM; hits with a dose series show IC50 in µM. 0.02% of 340,000 active;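 active = phage lysis inhibition, versus mean bacterial control, above a set limit; inconclusive = no clear call, values can overlap the other calls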;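 note: capsule biogenesis inhibitors block K1F phage lysis so surviving cells raise fluorescence; higher fluorescence means more inhibition of phage lysis; actives were called in the ten point dose series up to 300 µM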
# Myeloid diff 2: induction of myeloid progenitor differentiation, primary screen, cell-based, flow cytometry, MLPCN library; calls only at 10 µM; 1% of 360,000 active; ER-HoxA9 myeloid progenitors, lysozyme-GFP differentiation; AID 624256, 2012;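 active = normalized GFP-positive differentiation at or above the plate's own cutoff, the solvent-only control mean plus 3 SD; inconclusive = no clear call, values can overlap the other calls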;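 note: cells exposed to compound for four days before flow analysis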
# TNAP activators: human TNAP enzyme activators, primary screen, biochemical, luminescent, no phosphate acceptor, uHTS (AID 1001); Alkaline phosphatase, tissue-nonspecific isozyme (Homo sapiens); purified TNAP, luminescent activation assay, no phosphate acceptor; higher activation fold means a stronger effect; one-dose activation fold at 20 µM; EC50 in µM for titrated hits; 0.03% of 200,000 active; in the data active = activation fold from about 3, or a potency from the dose series; inactive = the rest, 99 in 100 with activation fold below about 1.6; note: many of its hits are not listed in these tables
# T cell HTS vesicle-bound %: recorded beside T cell HTS, whose call it bears; double positive events, %; measured here: CD8+ vesicle-bound cell fraction;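 binding gate set so that unloaded-vesicle control wells show 10% double positive cells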
# NTR1 ag cell count 20 µM: further read-out of NTR1 ag, marked with its call; cell count; measured here: cell count, cytotoxicity flag
# Myeloid diff 2 GFP+ MAC1+ %: second read-out of Myeloid diff 2, no call of its own (marks repeat the call); GFP+ MAC1+ double positive, %; measured here: differentiation confirmed by MAC1 staining
# Active calls of the source: *; i = inactive; ? = inconclusive; . = no result given; + = active, no number; [ ] = remark or other dose.
molecule	Myeloid diff 2 GFP+ MAC1+ %	MgcRacGAP inhibition	RSV CPE inhibition	NTR1 ag cell count 20 µM	Myeloid diff 2	T cell HTS	TNAP activators	Large T inhibition	NTR1 ag	PhoP inhibition	UTI89 phage lysis	T cell HTS vesicle-bound %
Cc1ccnc(NS(=O)(=O)c2ccc3ccccc3c2)n1	0.9	10%	1.1%	56	i	i	.	6%	-1.5	-5%	-1.5%	58
O=C(Nc1cccc(C(F)(F)F)c1)c1cccnc1N1CCN(CCO)CC1	0.2	9%	0.9%	67	i	i	1.1	23%	-2.0	-8%	0.3%	14
COc1ccccc1CNC(=O)COC(=O)Cc1ccc(Cl)cc1	0.2	-13%	0.5%	81	i	i	1.1	0%	-0.3	2%	-0.1%	15
CCCCOC(=O)Cn1c(=N)n(CCN(CC)CC)c2ccccc21	0.9	6%	0.1%	73	i	i	1.1	6%	0.6	7%	0.1%	34
OCC1(Cc2ccccc2)CCN(CCCC2CCCC2)CC1	0.4	8%	-3.0%	60	i	i	1	23%	0.6	4%	0.4%	48
COc1ccc(N2CCN(C(=O)CC(C)S(=O)(=O)c3ccc4c(c3)NC(=O)CO4)CC2)cc1 (centres undefined)	0.5	28%	13%	84	i	i	.	7%	-0.8	-7%	3.0%	25
COc1ccc(CCNC(=O)c2ccc(CNS(=O)(=O)c3cccc(Cl)c3)cc2)cc1OC	0.4	4%	5.6%	46	i	i	1.1	17%	-1.1	6%	4.3%	43
COCCNC(=O)c1ccc(CS(=O)(=O)c2c(Cl)cccc2Cl)o1	1.6	6%	1.2%	41	i	i	1.1	10%	0.1	-2%	6.8%	63
C=CCOc1cccc(C2C(C(=O)c3ccc(C)o3)=C(O)C(=O)N2c2nccs2)c1 (centres undefined)	1.1*	7%	9.2%	43	+	i	1.1	7%	0.5	-15%	-0.7%	58
CCOC(=O)CSc1nc2cccnc2n1-c1ccc(F)cc1	1.3	-1%	2.3%	44	i	i	1	8%	0.0	-2%	4.0%	34
O=C1OC2(CCCCC2)OC(=O)C1=CNc1ccc2c(c1)OCO2	2.0	2%	5.9%	111	i	i	1	1%	-1.2	-5%	0.1%	14
COc1cccc(NC(=O)COC(=O)CCOc2ccccc2OC)c1	0.6	6%	-0.1%	66	i	i	1.1	3%	-0.1	4%	0.3%	55
C/C(=N\Nc1nccnc1Cl)c1c(F)c(F)c(F)c(F)c1F	0.1	9%	1.3%	99	i	i	1	4%	0.1	-12%	0.0%	46
COCCNC(=O)C(c1cccs1)N(Cc1cccs1)C(=O)Cn1nnc2ccccc21 (centres undefined)	0.8	4%	1.8%	61	i	i	1.1	22%	0.0	2%	-0.2%	36
O=C(NC(=S)Nc1ccc([N+](=O)[O-])cc1O)C1CCCCC1	1.1	12%	15%	68	i	i	.	-17%	3.4	8%	-0.1%	6
Cc1ccccc1C(=O)Oc1cccc(Nc2ncnc3ccccc23)c1	1.3	4%	17%	62	i	i	.	.	19	.	4.1%	28
Cc1ccc2c(c1)-c1[nH]c(=S)ncc1CS2	0.5	13%	-1.3%	27	i	i	1	6%	-0.3	-22%	-0.2%	24
Cc1ccc(NC(=O)C(C)OC(=O)/C=C/c2ccccc2)cc1S(=O)(=O)N1CCOCC1 (centres undefined)	0.4	-2%	-1.5%	64	i	i	.	10%	0.7	-3%	0.4%[50 µM]	54
O=S(=O)(c1ccccc1)N1CCC(O)(CSc2ccccc2)CC1	0.4	2%	1.4%	38	i	i	0.9	7%	-0.6	-3%	-0.9%	54
O=C1NCCN1c1ccc(CN2CCN(C3CCCCC3)C(CCO)C2)cc1 (centres undefined)	1.7	1%	0.8%	63	i	i	1	-8%	0.4	3%	0.2%	30
COc1cc(C(CC(=O)N2CCOCC2)c2c(OC)cc(OC)c3ccc(=O)oc23)cc(OC)c1OC (centres undefined)	1.8	9%	-0.7%	98	i	i	.	10%	-5.3	5%	0.9%	49
Cc1c(/C=C/C(=O)c2cccs2)cnn1C	0.9	4%	0.4%	88	i	i	1.1	-4%	2.3	-2%	0.0%	22
O=C(NCCC(=O)N1CCN(C(=O)c2ccco2)CC1)c1ccc(Br)cc1	0.5	4%	0.4%	50	i	i	.	7%	0.5	6%	0.5%[50 µM]	41
CCOc1ccc(CN2CCNC(=O)C2CC(=O)NCCCOc2cccnc2)cc1 (centres undefined)	2.3	12%	3.2%	49	i	i	.	11%	2.0	7%	0.0%	62
CCCCn1c(N)c(N(CC(C)C)C(=O)c2ccc(C)o2)c(=O)[nH]c1=O	0.5	7%	1.6%	47	i	i	.	.	-1.8	.	0.4%[50 µM]	35
COc1ccc(C(=O)NC(=S)Nc2cccc(S(=O)(=O)N3CCOCC3)c2)cc1	3.7	8%	3.3%	73	i	i	1	7%	0.6	1%	5.5%	45
CCN(CC)S(=O)(=O)c1ccc(N2CCOCC2)c(NC(=O)C2CC2)c1	0.8	10%	-1.4%	76	i	i	.	14%	-0.2	-7%	1.2%[50 µM]	39
O=S(=O)(c1cccs1)N1CCN(S(=O)(=O)c2cccs2)CC1	0.1	4%	1.0%	28	i	i	1	8%	1.1	3%	-1.4%	27
O=C(c1cccc2ccccc12)N1CCN(c2ccccc2F)CC1	1.6	3%	3.1%	69	i	i	1	-3%	0.4	9%	-0.4%	35
O=C(CSc1nnc(SCC(=O)c2ccco2)s1)c1ccco1	0.5	12%	3.0%	25	i	i	1	20%	-1.5	-9%	0.1%	22
COc1ccc(OCC(O)CN2CCN(c3ncccn3)CC2)cc1 (centres undefined)	0.8	7%	0.5%	70	i	i	1.1	7%	-1.4	0%	6.0%[50 µM]	52
Cc1cc(N2CCOCC2)nc(-c2ccc(Br)cc2)n1	0.1	7%	8.6%	44	i	i	1.2	6%	2.9	-1%	5.0%	28
COc1ccc(CNC(=O)C2CSC(=O)C2)cc1 (centres undefined)	0.6	6%	-3.3%	37	i	i	1.1	8%	-0.5	9%	1.2%	41
CCCCCn1c(C)c2c(OCC)cccc(=O)c2c1C	0.3	6%	16%	65	i	i	.	12%	7.4	-1%	0.2%	36
CC(=O)C[C@@H](O)CC(=O)[C@@H]1OC(=O)CCCCCc2ccccc21	0.7	5%	.	56	i	i	.	.	4.6	.	0.1%	6
Cc1ccc2cc(/C=N/NC(=O)[C@H](C)NC(=O)OC(C)(C)C)c(Cl)nc2c1	0.8	-2%	3.0%	49	i	i	1.2	11%	0.8	-11%	1.5%	51
CCN(c1ccc(OC)cc1)S(=O)(=O)c1nnc(NC(=O)C2CCCCC2)s1	1.2	1%	2.6%	56	i	i	.	14%	1.2	10%	0.1%	36
Cc1ccccc1OCC(=O)N(Cc1cccc(F)c1)C1CCS(=O)(=O)C1 (centres undefined)	0.0	3%	3.2%	58	i	i	.	10%	-0.7	1%	0.3%	0
C/C=C/COC(=O)c1[nH]c2c(c1C)C(=O)CC(c1ccco1)C2 (centres undefined)	.	15%	4.0%	41	?	i	1.1	19%	-4.0	4%	4.9%	31
Cc1nnc(SCC(=O)Nc2ccc3c(c2)OCO3)s1	3.0	6%	.	56	i	.	.	.	-0.6	.	-0.7%	.
CCN(CC)CCSc1nc2ccc(OC)cc2[nH]1	0.1	0%	1.4%	57	i	i	.	18%	0.9	-5%	1.2%	38
CCc1ccc(C(=O)COC(=O)CNC(=O)c2ccco2)cc1	0.6	14%	-0.4%	31	i	i	1.1	8%	-0.7	5%	0.6%	26
O=CN1CCN(C(=O)c2cc3cc(Cl)ccc3[nH]2)CC1	.	15%	3.1%	68	.	i	.	9%	-0.3	-4%	0.1%	64
CN1CCN(C(=O)c2ccc(-c3cccs3)s2)CC1	0.0	.	-2.4%	48	i	i	.	9%	0.7	2%	.	23
CC(C)(C)CC(=O)Nc1nnc(SCC(=O)NC2CCCC2)s1	0.2	5%	-0.9%	54	i	i	.	2%	0.0	2%	0.2%	12
CCOC(=O)COc1ccc2c3c(c(=O)oc2c1C)CCC3	0.3	14%	0.5%	87	i	i	1.1	11%	3.6	-3%	-0.8%	52
Cn1c2c(c(=O)n(C)c1=O)C(c1ccc(F)cc1)C(C#N)=C(N)O2 (centres undefined)	0.3	7%	1.1%	39	i	i	1	14%	-1.1	1%	0.3%	67
CNC(=O)NNC(=O)c1onc(-c2c(Cl)cccc2Cl)c1C(=O)OC	0.3	3%	1.7%	49	i	i	.	9%	-0.6	2%	-1.1%	33

# A draw from above in order of molecular weight, rising.
molecule	Myeloid diff 2 GFP+ MAC1+ %	MgcRacGAP inhibition	RSV CPE inhibition	NTR1 ag cell count 20 µM	Myeloid diff 2	T cell HTS	TNAP activators	Large T inhibition	NTR1 ag	PhoP inhibition	UTI89 phage lysis	T cell HTS vesicle-bound %
O=CN1CCN(C(=O)c2cc3cc(Cl)ccc3[nH]2)CC1	.	15%	3.1%	68	.	i	.	9%	-0.3	-4%	0.1%	64
Cc1nnc(SCC(=O)Nc2ccc3c(c2)OCO3)s1	3.0	6%	.	56	i	.	.	.	-0.6	.	-0.7%	.
C/C=C/COC(=O)c1[nH]c2c(c1C)C(=O)CC(c1ccco1)C2 (centres undefined)	.	15%	4.0%	41	?	i	1.1	19%	-4.0	4%	4.9%	31

# The listing continues.
molecule	Myeloid diff 2 GFP+ MAC1+ %	MgcRacGAP inhibition	RSV CPE inhibition	NTR1 ag cell count 20 µM	Myeloid diff 2	T cell HTS	TNAP activators	Large T inhibition	NTR1 ag	PhoP inhibition	UTI89 phage lysis	T cell HTS vesicle-bound %
COc1cc2[nH]c(C(=O)N3CCc4ccccc43)cc2c(OC)c1OC	0.5	6%	1.1%	89	i	i	.	4%	-0.3	11%	-0.1%	69
O=C(O)c1cn(-c2ccccc2)c(=O)c2ccccc12	1.9	5%	2.3%	89	i	i	1.2	0%	-1.9	-2%	0.3%	49
O=C(NCCCN1CCOCC1)c1sc2ccccc2c1Cl	0.0	-6%	0.3%	79	i	i	1.1	6%	-0.4	8%	0.1%	63
O=C1C=C(c2cccc(Cl)c2O)C[C@@H](c2ccc(F)cc2)C1	2.0	4%	1.1%	65	i	i	.	.	-0.7	.	-1.6%	13

# Screening data (PubChem)
